PostGolgi ctrl = growth of the yeast control strain, post-Golgi counter-screen; efflux-deficient yeast background strain, growth absorbance A615, 16 h; inhibition, % at 10 µM; hit rate 5% among 98,000; AID 738
S1P2 ag = agonists of human S1P2 receptor; S1P2-expressing cell line, agonist reporter read-out; hit rate 0.46% among 97,000; activation, % at 4.5 µM; O95136; in the data active means activation above about 16%;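 further: 0% = vehicle low control and 100% = maximal reference agonist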
Target sequence (O95136 whole entry, looked up): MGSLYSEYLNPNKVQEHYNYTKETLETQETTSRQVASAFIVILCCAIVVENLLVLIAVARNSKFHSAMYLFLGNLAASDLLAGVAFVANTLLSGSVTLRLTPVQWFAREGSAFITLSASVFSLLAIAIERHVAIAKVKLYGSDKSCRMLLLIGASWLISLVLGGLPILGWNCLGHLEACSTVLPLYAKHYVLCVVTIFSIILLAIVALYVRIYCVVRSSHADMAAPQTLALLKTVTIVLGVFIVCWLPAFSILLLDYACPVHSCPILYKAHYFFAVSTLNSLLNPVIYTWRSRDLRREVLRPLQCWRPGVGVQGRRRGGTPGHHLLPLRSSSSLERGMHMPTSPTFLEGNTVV
CYP2C19 activ = cytochrome P450 2C19 (human) activation; P33261; recombinant CYP2C19, luciferin-H EGE luminescence; hits give high values; 0 = fully inhibited enzyme, 1 = untreated enzyme; activation factor at 5 µM; 96,000 tested, under 10 active;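 active means activation factor of at least 2 at 5 µM in the primary screen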;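 further: 0 = wells with 2.5 mM tranylcypromine and 1 = vehicle-only wells; values of inactives mirror those of a sister screen read the other way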
CYP2C19 inh = human CYP2C19 inhibition. P33261. CYP2C19 Supersomes, luciferin-H EGE luminescence, 30 min. inhibition, % at 5 µM. hit rate 21% among 96,000. AID 778;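 active means CYP2C19 inhibition above a set limit at 5 µM in the primary screen, cut at about 50% in these data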;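 further: plate controls were negative control wells for no effect and 2.5 mM tranylcypromine positive control for full effect; values of inactives mirror those of a sister screen read the other way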
PostGolgi yeast = growth inhibition of a yeast mutant, post-Golgi transport screen | post-Golgi transport phenotypic cell assay | inhibition, % at 10 µM | hit rate 0.9% among 98,000 | AID 739;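 further: yeast cells grown in 1536-well plates; yeast grown about 18 h at 30C before absorbance read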
sEH inhibitor = blocks human soluble epoxide hydrolase activity; recombinant human sEH enzymatic activity assay; inhibition, % at 2 µM; hit rate 0.34% among 91,000; AID 707; in the data active means inhibition above about 80%; further: values of inactives mirror those of a sister screen read the other way; many of its hits are not listed in these tables
Target sequence (P34913 whole entry, looked up): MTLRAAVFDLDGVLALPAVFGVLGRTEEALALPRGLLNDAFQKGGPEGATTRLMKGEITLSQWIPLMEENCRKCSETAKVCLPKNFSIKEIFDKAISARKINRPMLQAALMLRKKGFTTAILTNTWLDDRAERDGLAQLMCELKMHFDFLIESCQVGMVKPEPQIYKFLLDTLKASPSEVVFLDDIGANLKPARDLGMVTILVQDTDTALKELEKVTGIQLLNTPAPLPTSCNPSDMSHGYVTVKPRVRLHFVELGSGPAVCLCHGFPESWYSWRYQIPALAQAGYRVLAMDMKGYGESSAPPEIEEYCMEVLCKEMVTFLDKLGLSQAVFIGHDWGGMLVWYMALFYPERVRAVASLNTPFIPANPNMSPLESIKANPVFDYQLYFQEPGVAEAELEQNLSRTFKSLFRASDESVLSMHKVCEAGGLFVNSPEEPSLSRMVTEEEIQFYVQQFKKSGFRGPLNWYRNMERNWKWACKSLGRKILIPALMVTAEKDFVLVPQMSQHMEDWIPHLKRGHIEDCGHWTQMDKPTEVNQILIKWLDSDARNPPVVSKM
sEH act = increases human soluble epoxide hydrolase activity. purified human sEH enzymatic activity, activator screen. activation, % at 2 µM. hit rate 0.04% among 91,000. P34913; in the data active means activation above about 37%; further: values of inactives mirror those of a sister screen read the other way
hDAT+cocaine = changed human dopamine transporter uptake under cocaine IC80. Q01959. LLC-PK1 hDAT cells, [14C]-dopamine uptake with cocaine IC80; actives deviate in either direction. B-score at 10 µM. hit rate 1.3% among 110,000;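 active means Z score or B-score, a plate-position-corrected score, falls beyond the plate's 99.7% confidence bounds, in either direction; inactive means both scores lie inside the 99.7% bounds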;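 further: scored against the spread of the other compound wells on the same plate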
S1P2 antag = blocks the human S1P2 receptor; hit rate 0.21% among 97,000; cell-based S1P2 antagonist assay, inhibition at 5 uM; inhibition, % at 5 µM; O95136; in the data active means inhibition above about 45%;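 further: CRE beta-lactamase reporter cells expressing human S1P2 stimulated with S1P; 0% = agonist at EC80 alone and 100% = agonist plus reference antagonist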
Numbers without * were called inactive; nt = not tested or not shown. Unless noted, no stated cut-off is given here; in the data, active means inhibition above about 30%; inactive means the rest.

canonical_smiles	PostGolgi ctrl	S1P2 ag	CYP2C19 activ	CYP2C19 inh	PostGolgi yeast	sEH inhibitor	sEH act	hDAT+cocaine	S1P2 antag
CN(C)c1ccc(C(=O)Nc2ccc(S(=O)(=O)NC3=NCCCCC3)cc2)cc1	nt	-3	1.1	-6	nt	-10	9	-0.0021	5
CCN1C(=O)c2cccc3c(S(=O)(=O)Nc4ccccn4)ccc1c23	11	-5	0.8	20	14	nt	nt	-0.27	-17
CCC(C)NC(=O)c1c(N)n(/N=C/c2cccnc2)c2nc3ccccc3nc12 (centres undefined)	16	0	1	3	0	-4	6	0.13	-34
O=C(Nc1cccc(F)c1)C1C2C=CC3(CN(CCCN4CCOCC4)C(=O)C13)O2 (centres undefined)	-5	-4	1.1	-9	-2	5	-5	0.068	23
O=C(NCc1ccc(F)cc1)c1cc2n(n1)C(C(F)(F)F)CC(C1CC1)N2 (centres undefined)	4	1	0.6	42	-1	nt	nt	1.2	-1
COc1cccc(N=c2oc3c(C)ncc(CO)c3cc2C(N)=O)c1	-2	-4	0.8	21	0	-3	7	0.23	-18
O=C(CC1Oc2ccccc2NC1=O)NCc1ccc(Cl)cc1 (centres undefined)	12	-2	0.9	10	0	nt	nt	0.46	14
O=S(=O)(/C=C/c1ccccc1)N1CCN(c2ccc(F)cc2)CC1	3	-7	0.8	20	-2	-7	8	-0.018	-4
CCn1c(SCC(=O)N2CCc3ccccc32)nnc1-c1ccco1	7	-5	0.5	51*	5	nt	nt	1.1	10
CCn1c(-c2ccc(N)cc2)nc2ccccc21	15	-2	0.8	22	3	3	-1	0.78	-17
Cc1cc2c(ncn2C(C)C)c(N)c1C	14	-6	0.5	48	8	nt	nt	0.29	20
c1ccc(OCc2nnc3sc(C4COc5ccccc5O4)nn23)cc1 (centres undefined)	17	-5	0.7	35	-11	6	-7	1.1	9
Nc1nnnn1/N=C/c1cccc(O)c1	1	-5	1	5	-12	14	-13	nt	-27
CNC(=O)CC(C(=O)O)c1ccc(OCC(C)C)cc1 (centres undefined)	-5	-6	1.1	-14	14	9	-6	nt	8
O=C(NCc1ccco1)c1ccc(Oc2ccccc2)cc1	3	-2	0.6	45	-3	8	-10	-0.093	-15
CCCn1c(SCC(=O)Nc2cccc(C(=O)OC)c2)nnc1-c1cccnc1	0	-3	0.6	43	12	-4	2	0.42	-5
Cc1cccc2cc(C(c3nnnn3C(C)(C)C)N3CCN(C(=O)c4ccco4)CC3)c(=O)[nH]c12 (centres undefined)	8	-1	1.1	-12	-3	-12	16	1.8	-8
CC(C)(C)NC(=O)C(c1ccccn1)N(C(=O)c1ccc2c(c1)OCCO2)C1CCCC1 (centres undefined)	31*	-8	0.9	11	3	4	-4	0.98	-7
CCOCCCNS(=O)(=O)c1ccc(NC(=O)c2ccccc2)cc1	3	1	1.1	-7	2	8	-11	0.28	1
O=C(NCC1CCCO1)c1onc(CSc2cccc3ccccc23)c1C(=O)O (centres undefined)	6	-3	0.5	46	-7	-1	7	-0.69	-11
COc1cc2c(C(=O)NCCCOC(C)C)cn(CC(C)C)c(=O)c2cc1OC	1	-3	1	4	-3	nt	nt	0.13	-16
Cc1ccc(C(=O)NNc2nc3ccccc3nc2C(F)(F)F)cc1	5	-7	0.7	28	-4	18	-18	-0.16	0
O=C(NCc1ccco1)C1CCCN1C(=O)NCc1ccccc1 (centres undefined)	6	-2	0.9	5	-5	-8	8	-0.46	1
Cc1cc(NC(=O)CSc2nnc(C3CC3)n2C)no1	0	-6	0.8	21	-3	1	2	0.99	1
Cc1ccc(C(c2sc3nc(C)nn3c2O)N2CCN(c3ccc(F)cc3)CC2)cc1 (centres undefined)	1	-4	0.6	43	-1	6	-4	2.4	-14
O=C(Cc1ccccc1)N1CCC(c2nc3ccccc3[nH]2)CC1	22	-3	0.8	20	-11	18	-16	-0.23	6
Cc1cccc(N(C)S(=O)(=O)c2ccc3[nH]cc(C(=O)N4CCOCC4)c(=O)c3c2)c1	-2	-2	1	2	8	-5	6	-0.74	-2
CCOC(=O)Cn1c(=O)c2c(nc(Br)n2CC(=O)OCC)n(C)c1=O	2	-12	1	-2	6	13	-13	-0.38	18
O=C(NC(=S)Nc1nc(-c2ccc(Br)cc2)cs1)c1cccnc1	8	0	1.1	-11	-4	-2	2	0.61	-5
CCC(Sc1nc(-c2ccccc2)c(C#N)c(=O)[nH]1)C(=O)Nc1cc(C)on1 (centres undefined)	11	nt	1.1	-6	5	nt	nt	-1.1	nt
O=C(Cc1ccc(F)cc1)OCC(=O)c1cc2ccccc2o1	-2	-2	0.9	12	-11	1	1	0.29	-13
CCCCCn1c(=O)c(-c2nc3ccccc3c(=O)[nH]2)c(O)c2ccccc21	5	-3	0.8	20	8	7	-5	0.1	-6
O=C(CSc1oc(-c2ccco2)nc1S(=O)(=O)c1ccccc1)NCC1CCCO1 (centres undefined)	nt	-2	nt	nt	nt	-1	-2	0.11	8
O=c1c(-c2ccccc2)n[nH]c2ccccc12	11	0	0.8	22	0	-10	10	-0.61	10
CCC(C)NC(=O)CSc1nnc(-c2ccoc2C)n1CC1CCCO1 (centres undefined)	18	-4	1	4	0	-4	1	-0.35	9
Cc1ccc(NC(=O)C(=S)NCc2ccco2)cc1	1	-3	0.7	32	-5	-6	9	-0.19	-1
COc1ccccc1CNS(=O)(=O)c1cccc(S(=O)(=O)N2CCOCC2)c1	3	-1	0.8	16	7	nt	nt	-1	16
COC(=O)C(NC(=O)c1ccc(C)cc1)(Nc1cccc(C)n1)C(F)(F)F (centres undefined)	nt	-5	nt	nt	nt	8	-7	1.2	12
Cn1c(=O)cc(SCC(=O)N2CCN(C(=O)c3ccco3)CC2)c2ccccc21	26	-9	1.2	-17	-1	-3	6	0.41	19
Cc1cccc(-n2ncc3c(NCc4ccccn4)ncnc32)c1	11	0	0.8	22	-5	6	-1	0.89	-10
CCC(C)c1ccc(NC(=O)c2cccs2)cc1 (centres undefined)	8	1	0.7	25	-1	90*	-90	-0.33	-25
O=C(CC(=O)NCc1cccnc1)NCc1cccnc1	-2	-3	0.8	15	-2	2	-2	0.58	18
COc1ccc(N(CC(=O)NN=C2CCCCCCC2)S(=O)(=O)c2ccccc2)cc1	4	-6	0.7	32	-9	-4	2	0.036	12
OC1CCN(C(c2ccc3ncccc3c2)c2nnnn2C2CCCCC2)CC1 (centres undefined)	10	0	1.1	-14	0	12	-13	-0.0086	-8
COCCNC(=O)CCCCCn1c(=S)[nH]c2ccccc2c1=O	-1	-9	1	1	-9	10	-8	0.029	9
NC1=NC(c2cn(-c3ccccc3)nc2-c2cccs2)n2c(nc3ccccc32)N1 (centres undefined)	9	-2	1.2	-16	22	46	-46	nt	17
CC(CC(=O)NCc1ccccc1)C1CCCO1 (centres undefined)	-2	-4	0.5	49	2	2	-4	0.033	3
O=C(O)C1CCCN1C(=O)c1cncc(Br)c1 (centres undefined)	6	-6	1	-5	-5	-8	10	0.0071	21

An excerpt of these results, field by field:
COc1ccc(N(CC(=O)NN=C2CCCCCCC2)S(=O)(=O)c2ccccc2)cc1
  PostGolgi ctrl = 4 | S1P2 ag = -6 | CYP2C19 activ = 0.7 | CYP2C19 inh = 32 | PostGolgi yeast = -9 | sEH inhibitor = -4 | sEH act = 2 | hDAT+cocaine = 0.036 | S1P2 antag = 12

OC1CCN(C(c2ccc3ncccc3c2)c2nnnn2C2CCCCC2)CC1 (centres undefined)
  PostGolgi ctrl = 10 | S1P2 ag = 0 | CYP2C19 activ = 1.1 | CYP2C19 inh = -14 | PostGolgi yeast = 0 | sEH inhibitor = 12 | sEH act = -13 | hDAT+cocaine = -0.0086 | S1P2 antag = -8

(continued)
canonical_smiles	PostGolgi ctrl	S1P2 ag	CYP2C19 activ	CYP2C19 inh	PostGolgi yeast	sEH inhibitor	sEH act	hDAT+cocaine	S1P2 antag
Cc1nn(C(C)CC(=O)O)c(C)c1Br (centres undefined)	-5	-7	1.1	-9	19	-1	-2	0.63	-12
CC(C)CCN1CC(C(=O)NCc2ccc(F)cc2)CC1=O (centres undefined)	7	nt	0.9	10	-6	nt	nt	-0.081	nt
Cc1nc(Cc2nnc(SCc3nc(N)nc(Nc4ccccc4C)n3)o2)cs1	0	-3	0.7	30	-5	nt	nt	0.2	-15
COc1ccc2ncn(-c3ccccc3)c2c1	4	-3	0.1	95*	-7	5	-5	0.82	3
CCN(CC)CCCN1C(=O)C(=O)/C(=C(/O)c2ccc3c(c2)OCO3)C1c1ccccn1 (centres undefined)	nt	-4	nt	nt	nt	14	-16	nt	9
Cc1ccc(SCCNC(=O)c2ccc(C)c([N+](=O)[O-])c2)cc1	9	0	0.5	51*	0	58	-57	1.1	-6
Cc1ccc(C(=O)COC(=O)c2cc(Cl)nc3ccccc23)cc1C	11	-8	0.8	21	2	-10	14	0.14	-9
Cc1cc(N2C(=O)C(O)=C(C(=O)c3cccs3)C2c2ccccc2)no1 (centres undefined)	2	-7	1	-4	-6	9	-9	-0.43	9

By substructure: the compounds so far with fluorine.
canonical_smiles	PostGolgi ctrl	S1P2 ag	CYP2C19 activ	CYP2C19 inh	PostGolgi yeast	sEH inhibitor	sEH act	hDAT+cocaine	S1P2 antag
O=C(Nc1cccc(F)c1)C1C2C=CC3(CN(CCCN4CCOCC4)C(=O)C13)O2 (centres undefined)	-5	-4	1.1	-9	-2	5	-5	0.068	23
O=C(NCc1ccc(F)cc1)c1cc2n(n1)C(C(F)(F)F)CC(C1CC1)N2 (centres undefined)	4	1	0.6	42	-1	nt	nt	1.2	-1
O=S(=O)(/C=C/c1ccccc1)N1CCN(c2ccc(F)cc2)CC1	3	-7	0.8	20	-2	-7	8	-0.018	-4
Cc1ccc(C(=O)NNc2nc3ccccc3nc2C(F)(F)F)cc1	5	-7	0.7	28	-4	18	-18	-0.16	0
Cc1ccc(C(c2sc3nc(C)nn3c2O)N2CCN(c3ccc(F)cc3)CC2)cc1 (centres undefined)	1	-4	0.6	43	-1	6	-4	2.4	-14
O=C(Cc1ccc(F)cc1)OCC(=O)c1cc2ccccc2o1	-2	-2	0.9	12	-11	1	1	0.29	-13
COC(=O)C(NC(=O)c1ccc(C)cc1)(Nc1cccc(C)n1)C(F)(F)F (centres undefined)	nt	-5	nt	nt	nt	8	-7	1.2	12
CC(C)CCN1CC(C(=O)NCc2ccc(F)cc2)CC1=O (centres undefined)	7	nt	0.9	10	-6	nt	nt	-0.081	nt

Screening results as filed in PubChem BioAssay.
